EPAC2 ag: agonists of human EPAC2 (RAPGEF4); AID 720711; Potency, µM (titrated, usually from 154 µM), for the others: at the top dose activation, actives largely listed as activators; Q8WZA2; EPAC2 activation, biochemical qHTS; response scale: 100% = 6.5 mM cAMP response; actives 0.079% (n = 360,000); also: potency is read from the fitted curve at half-maximal effect; nearly all actives have a fitted effect of over 50% in size
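Nucleotide exchange monitored as fluorescence drop when BODIPY-GDP leaves Rap1B. Reaction: 100 nM EPAC2, 250 nM RAP1B-BODIPY-GDP, 50 uM GDP, room temperature, kinetic read over 30 min. Activity expressed relative to 6.5 mM cAMP.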
Akt phos inh: Akt phosphorylation inhibition; Neuro2A IGF-stimulated pAkt S473 HTRF, 20 min; active compounds read low; activity change, % for hits at 50 µM; actives 0.32% (n = 360,000); in the data active = activity change below about -80%; inconclusive = mostly about -51% to -80%; also: % is scaled to controls: 0 for no effect and ±100 for the full control effect
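Neuro2A cells in DMEM with 0.5% FBS, overnight at 37 deg C, given compound at single 50 µM final, then IGF (6 nM final) for 20 min at 37 deg C. Lysed; phospho-Akt Ser473 by HTRF after 24 h, 665/615 ratio.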
Mm-Cpn inhibitor: blocks the Methanococcus maripaludis chaperonin Mm-Cpn. actives 0.031% (n = 330,000). purified Mm-Cpn ATPase, ADP Transcreener TR-FRET. Potency, µM (doses to about 76.9 µM), for the others: at the highest dose activity, negative = inhibition, hits mostly inhibitors; also: potency is read from the fitted curve at half-maximal effect; % is scaled to controls: 0 for no effect and ±100 for the full control effect; nearly all actives have a fitted effect of over 80% in size
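TR-FRET (320 nm excitation; 590 and 665 nm emission) reports ADP made from 10 uM ATP by 25 nM enzyme; compounds were preincubated 10 min, reaction run 30 min, both at 37°C.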
DRD3 agonist: agonists of human D3 dopamine receptor | actives 0.58% (n = 410,000) | max activation, % | D3R DiscoveRx beta-arrestin cells, luminescence, 90 min | P35462 | AID 652048; in the data active = max activation above about 30%; also: 0% is about no effect; mostly tested at two doses, the higher about 12 µM
Target sequence (P35462 whole entry, looked up): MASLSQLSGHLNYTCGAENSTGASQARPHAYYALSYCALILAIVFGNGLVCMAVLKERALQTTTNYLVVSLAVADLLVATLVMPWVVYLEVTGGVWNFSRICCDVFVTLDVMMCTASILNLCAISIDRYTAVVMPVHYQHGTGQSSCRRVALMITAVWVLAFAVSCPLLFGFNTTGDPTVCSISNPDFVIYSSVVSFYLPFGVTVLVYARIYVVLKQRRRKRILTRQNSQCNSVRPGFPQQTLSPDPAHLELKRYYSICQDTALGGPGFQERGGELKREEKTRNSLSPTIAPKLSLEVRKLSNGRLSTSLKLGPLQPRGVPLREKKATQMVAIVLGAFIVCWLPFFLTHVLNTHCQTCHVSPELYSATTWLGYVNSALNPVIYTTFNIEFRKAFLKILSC
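Cells at 1500/well, incubated overnight, then treated with pinned compounds (dopamine as control) for 90 min at 37 degrees C. DiscoveRx reagent added for 30 - 60 minutes at room temperature; luminescence read.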
D3 antag: antagonists of human D3 dopamine receptor | P35462 | D3R cells, DiscoveRx beta-arrestin luminescence, antagonist mode; active compounds read low | max response, negative = inhibition, % | actives 2.5% (n = 360,000) | AID 652054; in the data active = max response below about -50%; inconclusive = no clear call, values can overlap the other calls; also: % is scaled to controls: 0 for no effect and ±100 for the full control effect; mostly tested at two doses, the higher about 12 µM
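Cells plated overnight at 1500 cells/well, then exposed to library compounds with dopamine controls for 90 minutes at 37 degrees C. DiscoveRx reagent added for 30–60 minutes at room temperature; luminescence read, quantitative HTS format.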
PTHR1 agonist: agonists of human PTHR1 parathyroid hormone receptor. HEK293 GP2 PTHR1 cells, GloSensor cAMP luminescence, 1 h. Q03431. Potency, µM (series often up to 115 µM), inactives show at the top dose activation, usual class: activators. actives 0.075% (n = 410,000); also: potency is read from the fitted curve at half-maximal effect; nearly all actives have a fitted effect of over 55% in size; some results filed as inactive show a strong effect at the top dose; inactives centre near -15; many of its hits are not listed in these tables
Target sequence (Q03431 whole entry, looked up): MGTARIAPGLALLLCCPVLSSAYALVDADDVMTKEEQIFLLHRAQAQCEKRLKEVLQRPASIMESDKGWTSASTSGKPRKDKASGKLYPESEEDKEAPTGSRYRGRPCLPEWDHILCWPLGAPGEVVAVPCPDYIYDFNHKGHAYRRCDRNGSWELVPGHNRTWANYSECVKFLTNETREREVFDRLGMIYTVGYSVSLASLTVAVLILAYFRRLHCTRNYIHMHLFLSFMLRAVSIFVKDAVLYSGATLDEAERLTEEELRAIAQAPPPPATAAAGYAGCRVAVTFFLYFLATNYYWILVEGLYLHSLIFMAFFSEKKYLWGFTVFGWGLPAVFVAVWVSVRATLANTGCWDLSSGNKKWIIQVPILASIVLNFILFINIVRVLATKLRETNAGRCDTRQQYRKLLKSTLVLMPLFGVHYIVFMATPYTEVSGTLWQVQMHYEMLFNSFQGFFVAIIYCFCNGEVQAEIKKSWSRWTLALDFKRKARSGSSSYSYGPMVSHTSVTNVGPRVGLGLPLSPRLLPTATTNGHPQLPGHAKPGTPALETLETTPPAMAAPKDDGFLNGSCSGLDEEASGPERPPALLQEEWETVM
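HEK-293-derived GP2 cells expressing PTHR1 and a GloSensor cAMP reporter, 3,000/well, plated overnight, given luciferin plus IBMX (each 0.5 mM as added) for 1 h at 37 °C, then compound for 1 h at 37 °C. Luminescence was read after 15 min at room temperature.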
CCT modulator: changes cytosolic chaperonin activity; purified chaperonin ATPase assay, HTRF ADP detection, 30 min; actives 0.3% (n = 360,000); activity change, % (test concentration not listed), hits read low; in the data active = activity change below about -30%; also: % is scaled to controls: 0 for no effect and ±100 for the full control effect
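Enzyme 40 or 20 nM (batch-dependent) in Tris pH 7.4/KCl/MgCl2/DTT; cpd 76 uM single point; ATP 10 uM; 30 min 37 °C; Transcreener ADP HTRF detection, 30 min RT; ratio 665/615.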
EPAC2 antag: antagonists of human EPAC2. Q8WZA2. EPAC2 GEF exchange of Rap1B-BODIPY-GDP, fluorescence. Potency, µM (top dose mostly 114 µM), without a hit: at the highest dose activity, negative = inhibition, hits mostly inhibitors. actives 0.18% (n = 360,000). AID 720708; also: potency is read from the fitted curve at half-maximal effect; % is scaled to controls: 0 for no effect and ±100 for the full control effect; nearly all actives have a fitted effect of over 45% in size; many of its hits are not listed in these tables
An asterisk follows results filed as active; [ ] = dose if it differs, or a comment. Unless noted, calls follow the shape of the dose curve; as a rule, active = well fitted curve in the direction sought with a large enough effect; inconclusive = small, poorly fitted or top-dose-only effect, or another doubt; inactive = no such curve, though single readings can be large; an effect the other way counts as inactive or inconclusive. A portion of the library; rates above refer to the full screens.

Cc1ccc2c(c1)C(=O)C(=O)N2CC(=O)Nc1ccc(N2CCOCC2)cc1 was read as EPAC2 ag -6%, Akt phos inh inactive, Mm-Cpn inhibitor -1%, DRD3 agonist 3, D3 antag -9, PTHR1 agonist inactive, CCT modulator -3.5 and EPAC2 antag -1%.
`Cc1ccc(C)c(S(=O)(=O)N2CCN(C(=O)c3ccc(-n4cncn4)c([N+](=O)[O-])c3)CC2)c1` gave EPAC2 ag 3%, Akt phos inh inactive, Mm-Cpn inhibitor -1%, DRD3 agonist 8, D3 antag 26, PTHR1 agonist -1%, CCT modulator -0.3 and EPAC2 antag 3%.
Screening Cc1cc(OC(=O)c2ccc(S(=O)(=O)N(C)C)cc2)c([N+](=O)[O-])c(=O)[nH]1 returned EPAC2 ag 7%, Akt phos inh inactive, Mm-Cpn inhibitor 1%, DRD3 agonist 1, D3 antag 5, PTHR1 agonist inactive, CCT modulator -2.2 and EPAC2 antag 2%.
Screening COc1ccc(/C=C(\NC(=O)c2ccc(C)cc2)C(=O)NCC2CCCO2)cc1 (centres undefined) returned EPAC2 ag 9%, Akt phos inh inactive, Mm-Cpn inhibitor -1%, DRD3 agonist 6, D3 antag -2, PTHR1 agonist inactive, CCT modulator -0.7 and EPAC2 antag 0%.
Screening COc1ccc(OCCCC(=O)N2CCN(S(=O)(=O)c3cccc(F)c3)CC2)cc1 returned EPAC2 ag 4%, Akt phos inh inactive, Mm-Cpn inhibitor 3%, DRD3 agonist 2, D3 antag 0, PTHR1 agonist -57%[inhibitor], CCT modulator 1.3 and EPAC2 antag -16%.
Screening O=C(O)c1cccc(NS(=O)(=O)c2cc(S(=O)(=O)c3ccc(Cl)cc3)ccc2Cl)c1 returned EPAC2 ag 5%, Akt phos inh inactive, Mm-Cpn inhibitor 3%, DRD3 agonist -19, D3 antag inconclusive, PTHR1 agonist -15%, CCT modulator -0.9 and EPAC2 antag -15%.
Screening CN(C)c1cc[n+](CC(=O)Nc2ccc([N+](=O)[O-])cc2Cl)cc1 returned EPAC2 ag -1%, Akt phos inh inactive, Mm-Cpn inhibitor -2%, DRD3 agonist -4, D3 antag inconclusive, PTHR1 agonist inactive, CCT modulator -0.6 and EPAC2 antag 10%.
For COc1ccc(NC(=O)C2CCCN2C(=O)NCc2ccccc2)cc1OC (centres undefined) the results were EPAC2 ag 1%, Akt phos inh inactive, Mm-Cpn inhibitor 0%, DRD3 agonist -2, D3 antag 22, PTHR1 agonist inactive, CCT modulator 0.8 and EPAC2 antag -4%.
`O=C(Nc1ccc(F)cc1)C(c1ccccc1OC(F)(F)F)N1CCN(C(=O)c2ccco2)CC1` (centres undefined) gave EPAC2 ag -1%, Akt phos inh inactive, DRD3 agonist -12, D3 antag 0, PTHR1 agonist inactive and EPAC2 antag -5%.
Cc1cc(=O)[nH]c(SCc2nc3ccccc3s2)n1 was read as EPAC2 ag 4%, Akt phos inh inactive, Mm-Cpn inhibitor -4%, DRD3 agonist -8, D3 antag 3, PTHR1 agonist inactive, CCT modulator 0.6 and EPAC2 antag 17%.
`O=S(=O)(Cc1cc(Oc2ccccc2)nc(-c2ccccc2)n1)c1ccccc1` gave EPAC2 ag 16%, Akt phos inh inactive, Mm-Cpn inhibitor 3%, DRD3 agonist -8, D3 antag -1, PTHR1 agonist inactive, CCT modulator 1.1 and EPAC2 antag -2%.
CC(C)(C)[C@H]1C=C(C(=O)N2CCN(Cc3ccccc3)CC2)O[C@@H](OCc2ccc(CO)cc2)C1 was read as EPAC2 ag 11%, Akt phos inh inactive, DRD3 agonist -20, D3 antag -23, PTHR1 agonist -31%[inhibitor], CCT modulator 0.2 and EPAC2 antag 5%.
O=C(OCC(=O)N1CCN(c2ccccc2)CC1)c1cccs1 was read as EPAC2 ag 5%, Akt phos inh inactive, Mm-Cpn inhibitor 1%, DRD3 agonist -1, D3 antag inconclusive, PTHR1 agonist -2%, CCT modulator 2.9 and EPAC2 antag -6%.
`CSC(SC)=C(C#N)C(=O)c1ccccc1` gave EPAC2 ag 3%, Akt phos inh inactive, Mm-Cpn inhibitor -6%, DRD3 agonist 3, D3 antag -23, PTHR1 agonist -40%[inhibitor], CCT modulator -0.1 and EPAC2 antag -4%.
For CS(=O)(=O)N(CCc1ccccc1)CC(=O)N1CCc2ccccc2C1 the results were EPAC2 ag 0%, Akt phos inh inactive, Mm-Cpn inhibitor 0%, DRD3 agonist 0, D3 antag -15, PTHR1 agonist -6%[57.5 µM], CCT modulator 0.3 and EPAC2 antag 0%.
For O=S(NC1CCCCC1)C12CC3CC(CC(C3)C1)C2 (centres undefined) the results were EPAC2 ag -1%, Akt phos inh inactive, Mm-Cpn inhibitor 1%, DRD3 agonist 2, D3 antag inconclusive, PTHR1 agonist -3%[57.5 µM], CCT modulator 0.0 and EPAC2 antag 0%.
O=C(Cc1cn2ccsc2n1)Nc1cccc2cnccc12 was read as EPAC2 ag -6%, Akt phos inh inactive, Mm-Cpn inhibitor 2%, DRD3 agonist -1, D3 antag 17, PTHR1 agonist inactive, CCT modulator 0.1 and EPAC2 antag 0%[57.1 µM].
For Cc1ccc(-n2cc(CNCCCN3CCCC3=O)c(-c3ccc(F)cc3)n2)cc1 the results were EPAC2 ag 3%, Akt phos inh inactive, Mm-Cpn inhibitor 0%, DRD3 agonist -13, D3 antag 6, PTHR1 agonist inactive, CCT modulator 0.1 and EPAC2 antag -2%.
Cc1ccc2cc3cc(C(=O)NCc4ccco4)oc3nc2c1 was read as EPAC2 ag -1%, Akt phos inh inactive, Mm-Cpn inhibitor -3%, DRD3 agonist -3, D3 antag -4, PTHR1 agonist -9%, CCT modulator -1.5 and EPAC2 antag 1%.
For O=C(C1=C[C@H](c2coc3ccccc3c2=O)C[C@H](OCc2ccc(CO)cc2)O1)N1CCOCC1 the results were EPAC2 ag 7%, Akt phos inh inactive, DRD3 agonist 10, D3 antag 3, PTHR1 agonist -5%, CCT modulator 0.7 and EPAC2 antag 5%.
`C=C(C)c1sc(-c2ccc(Cl)cc2)nc1C` gave EPAC2 ag 16%, Akt phos inh inactive, DRD3 agonist 12, D3 antag -7, PTHR1 agonist -35%[inhibitor], CCT modulator -1.3 and EPAC2 antag inconclusive.
Clc1ccc(-c2nnc(SCc3nc4ccccc4s3)o2)cc1 was read as EPAC2 ag 22%, Akt phos inh inactive, Mm-Cpn inhibitor -1%, DRD3 agonist 0, D3 antag 0, PTHR1 agonist -37%[inhibitor], CCT modulator 1.8 and EPAC2 antag 2%.
CCOC(=O)CCCNC(=O)CN1C(=O)NC2(CCCCCC2)C1=O was read as EPAC2 ag 11%, Akt phos inh inactive, Mm-Cpn inhibitor -1%, DRD3 agonist 1, D3 antag 20, PTHR1 agonist inactive, CCT modulator 0.4 and EPAC2 antag 2%.
For Cc1ccc2c(C)c(C(=O)Nc3c(C)n(C)n(-c4ccccc4)c3=O)oc2c1C the results were EPAC2 ag -8%, Akt phos inh inactive, Mm-Cpn inhibitor -3%, DRD3 agonist 2, D3 antag 1, PTHR1 agonist inactive, CCT modulator -1.4 and EPAC2 antag -6%.
Screening CC(C)c1nc(-c2ccc([N+](=O)[O-])cc2)cs1 returned EPAC2 ag 10%, Akt phos inh inactive, Mm-Cpn inhibitor 0%, DRD3 agonist 1, D3 antag 8, PTHR1 agonist -19%, CCT modulator -1.0 and EPAC2 antag -2%.
Screening COc1ccc(CN2CCCC(CO)(Cc3ccc(F)cc3F)C2)cc1 (centres undefined) returned EPAC2 ag 1%, Akt phos inh inactive, Mm-Cpn inhibitor 1%, DRD3 agonist -18, D3 antag -14, PTHR1 agonist inactive, CCT modulator 3.7 and EPAC2 antag 10%.
Cc1c(C(=O)Nc2ccccc2)cnn1-c1ccccc1 was read as EPAC2 ag 4%, Akt phos inh inactive, DRD3 agonist 3, D3 antag 1, PTHR1 agonist -33%[inhibitor], CCT modulator 1.6 and EPAC2 antag -3%.
For CCOc1nc(Nc2ccc(OC)c(Cl)c2)nc(N2CCN(c3ccc(OC)cc3)CC2)n1 the results were EPAC2 ag 1%, Akt phos inh inactive, Mm-Cpn inhibitor -2%, DRD3 agonist 3, D3 antag 33, PTHR1 agonist inactive, CCT modulator -4.1 and EPAC2 antag 5%.
O=C(c1ccccc1)c1cc(-c2ccccc2)on1 was read as EPAC2 ag 10%, Akt phos inh inactive, Mm-Cpn inhibitor 0%, DRD3 agonist -2, D3 antag 24, PTHR1 agonist -23%[57.5 µM], CCT modulator 0.4 and EPAC2 antag 14%.

Part of the list above in order of formula weight, highest first:
`O=C(Nc1ccc(F)cc1)C(c1ccccc1OC(F)(F)F)N1CCN(C(=O)c2ccco2)CC1` (centres undefined) gave EPAC2 ag -1%, Akt phos inh inactive, DRD3 agonist -12, D3 antag 0, PTHR1 agonist inactive and EPAC2 antag -5%.
For COc1ccc(NC(=O)C2CCCN2C(=O)NCc2ccccc2)cc1OC (centres undefined) the results were EPAC2 ag 1%, Akt phos inh inactive, Mm-Cpn inhibitor 0%, DRD3 agonist -2, D3 antag 22, PTHR1 agonist inactive, CCT modulator 0.8 and EPAC2 antag -4%.
Clc1ccc(-c2nnc(SCc3nc4ccccc4s3)o2)cc1 was read as EPAC2 ag 22%, Akt phos inh inactive, Mm-Cpn inhibitor -1%, DRD3 agonist 0, D3 antag 0, PTHR1 agonist -37%[inhibitor], CCT modulator 1.8 and EPAC2 antag 2%.
CCOC(=O)CCCNC(=O)CN1C(=O)NC2(CCCCCC2)C1=O was read as EPAC2 ag 11%, Akt phos inh inactive, Mm-Cpn inhibitor -1%, DRD3 agonist 1, D3 antag 20, PTHR1 agonist inactive, CCT modulator 0.4 and EPAC2 antag 2%.
Screening CN(C)c1cc[n+](CC(=O)Nc2ccc([N+](=O)[O-])cc2Cl)cc1 returned EPAC2 ag -1%, Akt phos inh inactive, Mm-Cpn inhibitor -2%, DRD3 agonist -4, D3 antag inconclusive, PTHR1 agonist inactive, CCT modulator -0.6 and EPAC2 antag 10%.

Screening results (PubChem BioAssay)
